# Screening data as filed in PubChem.
# KCNK3 inh: human KCNK3 channel inhibitors, primary screen, CHO cells, FluxOR thallium flux, B-score | FluxOR fluorescence; hits give low values | B-score at 10 µM | 340,000 compounds, 0.84% hits;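 active means B-score under library mean minus 4 SD, starting fluorescence ratio at most library mean plus 5 SD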;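 further: more negative B-score means stronger inhibition of thallium flux through KCNK3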
# Target sequence (O14649 whole entry, looked up): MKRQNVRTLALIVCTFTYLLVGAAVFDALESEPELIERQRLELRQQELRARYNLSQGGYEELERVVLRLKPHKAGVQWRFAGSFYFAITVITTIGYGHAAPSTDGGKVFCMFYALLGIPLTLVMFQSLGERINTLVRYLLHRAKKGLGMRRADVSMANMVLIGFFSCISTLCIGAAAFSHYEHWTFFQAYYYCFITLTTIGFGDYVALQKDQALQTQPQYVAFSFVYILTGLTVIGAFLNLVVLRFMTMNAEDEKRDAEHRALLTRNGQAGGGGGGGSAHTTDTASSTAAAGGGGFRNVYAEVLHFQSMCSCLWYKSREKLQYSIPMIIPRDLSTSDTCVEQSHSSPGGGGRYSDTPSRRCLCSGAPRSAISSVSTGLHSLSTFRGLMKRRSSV
# DYRK1A inh: rat Dyrk1A kinase inhibitors, primary screen, biochemical, single point, plate reader; Dual specificity tyrosine-phosphorylation-regulated kinase 1A (Rattus norvegicus), Q63470; ADP-Glo luminescence, NFATc1 peptide; inhibition, % at 12.5 µM; 310,000 compounds, 0.43% hits; AID 504441, 2011; in the data active means inhibition above about 50%;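 further: plate controls were vehicle with enzyme for no effect and no enzyme for full effect; many of its hits are not listed in these tables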
# Starred values were filed as active, the others as inactive; i = inactive. These rows are one share of the data; rates above refer to the full screens.
SMILES,KCNK3 inh,DYRK1A inh
Nc1ncnc(Nc2ccccc2Oc2ccccc2)n1,i,16
CCCCCCC(=O)O,i,7
COc1ccccc1[C@@H]1C(c2ccccc2)=NN(c2ccc(Br)cc2)[C@H]1C(=O)N1CCOC1=O,i,-4
COc1cccc(OC)c1C(=O)N[C@@H]1C(=O)N2[C@@H]1SC(C)(C)[C@@H]2C(=O)O,i,11
C=C(CN(C)C)C(=O)c1cc(C)ccc1C,i,-1
CCOC(=O)c1c(C)cc(O)cc1O,i,9
COc1ccc(S(=O)(=O)N2CCCCC2)cc1NC(=O)CCNC(=O)c1ccco1,i,-3
COc1cc(SC)ccc1C(=O)OC(C)C(=O)NC1CCCC1 (configuration not stated),i,-3
O=C1COc2c1ccc(O)c2O,i,8
Nc1nc2cc(Br)ccc2o1,i,4
Fc1cc(F)c(F)c(SCn2cc(Br)cn2)c1F,i,-1
O=c1[nH]n(-c2ccccc2)c(=O)cc1Cl,i,-1

# Brought forward from above: four entries; new compounds follow.
SMILES,KCNK3 inh,DYRK1A inh
O=C1COc2c1ccc(O)c2O,i,8
Nc1nc2cc(Br)ccc2o1,i,4
Fc1cc(F)c(F)c(SCn2cc(Br)cn2)c1F,i,-1
O=c1[nH]n(-c2ccccc2)c(=O)cc1Cl,i,-1
CC(=NO)C1CCC2C3CCC4CC(=NO)CCC4(C)C3C(C)(O)CC12C (configuration not stated),i,7
COc1ccc(CNC(=O)COC(=O)c2c(C)nn(-c3ccccc3)c2C)cc1OC,i,17
Cc1cc(Br)ccc1SCC(=O)OCC(O)=C(C#N)c1nc2ccccc2[nH]1,i,-4
N#CC(CCc1ccccn1)c1ccccc1 (configuration not stated),i,-4
CC(C)C[C@@H](CN)NC(=O)c1nc[nH]c1C(=O)N[C@@H](Cc1c[nH]c2ccccc12)C(=O)CNC[C@H](C)NC(=O)c1nc[nH]c1C(=O)N[C@@H](C)C(=O)O,i,-2
CCOc1ccccc1OCCCC(=O)NNC(=O)c1cc(C)oc1C,i,-4
COc1ccc(C(=O)N[C@H](C(=O)OCCCOC(=O)[C@@H](NC(=O)c2ccc(OC)cc2)C(C)C)C(C)C)cc1,i,10
CN(C(=O)c1ccc(NC(=O)Cc2ccc(NC(=O)C3CCN(C(=O)C4CCCC4)CC3)cc2)cc1)C1CCCC1,i,-2
CN(C)S(=O)(=O)c1ccc(SCC(=O)Nc2ccc3c(c2)OCCO3)nc1,i,-8
O=C1C=CC(=O)N1c1ccc2c(c1)Cc1cc(F)ccc1-2,i,-4
COCCCNC(=O)CC1C[C@H](C(=O)N(C(C)C)C(C)C)[C@@]2(C)c3[nH]c4ccc(OC)cc4c3CCN2C1=O (some centres not stated),i,6
CC1=C2C3OC(=O)C(C)C3CCC2(C)C=CC1=NO (configuration not stated),i,4
O=C(NNc1ccccc1)Nc1cc(Cl)ccc1Cl,i,1
Cc1ccc(C2(C)NC(=O)N(CC(=O)NCCN3C(=O)S/C(=C\c4cccnc4)C3=O)C2=O)cc1 (configuration not stated),i,5
CC1(N=Cc2cc(Cl)ccc2O)COP(=O)(Nc2ccccc2)OC1 (configuration not stated),i,4
CC(=O)OCC(=O)C1(O)CCC2C3CC(C)C4=CC(=O)C=CC4(C)C3(F)C(O)CC21C (configuration not stated),i,1
O=C1CC(C(=O)O)C(c2ccccc2)c2ccccc21 (configuration not stated),i,-1
O=c1[nH]c2ccc(Cl)cc2[nH]1,i,14
CC(Cc1ccccc1)N(C)C(=O)CN1C(=O)c2ccccc2C1=O (configuration not stated),i,-3
CC(=O)OCC=C1CCC2C3CCC4=CC(=O)CCC4(C)C3C(O)CC12C (configuration not stated),i,0
COc1cc(C2C3=C(COC3=O)Oc3cc4c(cc32)OCO4)cc(OC)c1O (configuration not stated),i,-3
Cc1cc(=O)oc2c(O)c(O)ccc12,i,-1
COc1ccc(C2(C)NC(=O)N(CC(=O)Nc3ccc4ccccc4c3)C2=O)cc1OC (configuration not stated),i,-2
CCCCC1(C2CCCC2)NC(=O)NC1=O (configuration not stated),i,3
O=C(O/C(=C/c1ccccc1)C(F)(F)F)c1ccccc1,i,3
O=C(c1ccc(F)cc1Cl)N(Cc1ccco1)C1CCS(=O)(=O)C1 (configuration not stated),i,-2
CC[C@]12c3[nH]c4cc(-c5ccco5)ccc4c3CCN1C(=O)[C@@H](CC(=O)NCCN1CCOCC1)C[C@@H]2C(=O)N1CCN(C(=O)c2ccco2)CC1,i,3
O=C(c1ccc(Cl)cc1Cl)N1CCOCC1,i,1
O=C(C=Cc1ccccc1Cl)c1ccccc1,i,-5
O=C(N[C@H]1/C=C\[C@@H](O)CCCC1)OCc1ccccc1,i,3
CCC[C@H]1CC(=O)C=C(c2ccc(OC)cc2)ON1C(=O)OC(C)(C)C,i,1
C=C(c1cn(C(C)=O)c2ccccc12)c1cn(C(C)=O)c2ccccc12,-12*,-1
Cc1ccc(NC(=O)CN2C(=O)NC3(CCCc4ccccc43)C2=O)c(C)c1 (configuration not stated),i,7
C=C(C)CN(CC)C(=O)CSc1ccc(S(=O)(=O)N2CCN(C)CC2)cn1,i,8
Cc1ccsc1C(=O)OC(C)C(=O)NC1CCCCC1C (configuration not stated),i,7
O=C(NN=Cc1ccccc1Cl)c1ccc([N+](=O)[O-])cc1,i,-5
CCC(=Nc1ccc(Cc2ccncc2)cc1)c1c(O)n(C)c(=O)n(C)c1=O,i,1
O=C1CCc2cc(Br)ccc2O1,i,4
O=C(O)c1ccc(-n2cc(-c3cc4ccccc4oc3=O)[nH]c2=S)cc1,i,67*
O=C1OCCN1C(=O)[C@H]1[C@H](c2ccccc2)C(c2ccc(F)cc2)=NN1c1ccc(Br)cc1,i,-3
CC(O)CC(=O)NOCc1ccccc1 (configuration not stated),i,-3
Cc1ccc(C)c(NC(=O)CN(C)C(=O)c2cccc(S(=O)(=O)N3CCCC3)c2)c1,i,12
CCc1nc(C)cn1S(=O)(=O)c1ccc2c(c1)OCCO2,i,10
COc1ccc2[nH]c3c(c2c1)CCN1C(=O)C(CC(=O)NC(C)(C)C)C[C@H](C(=O)N2CCOCC2)[C@@]31CCC1CCCC1 (some centres not stated),i,-1
C#CC1(O)CCCC2C3CCC4CC(OC(C)=O)CCC4(C)C3C(=O)CC21C (configuration not stated),i,-1
CCC(C)N(C(=O)CSc1nc(-c2cccs2)nc2ccccc12)C1CCS(=O)(=O)C1 (configuration not stated),i,-2
O=C(C=Cc1ccccc1)c1ccc([N+](=O)[O-])cc1,i,4
COC(=O)/C(=C\c1ccc([N+](=O)[O-])cc1)NC(=O)c1ccccc1,i,-5
COc1ccc(NC(=O)CCC(=O)N2CCC(c3ccccc3)=N2)cc1S(=O)(=O)N1CCCCC1,i,-6
COc1ccc(C2/C(=C(/O)c3ccc(F)cc3)C(=O)C(=O)N2CCCN(C)C)cc1 (configuration not stated),i,-2
O=C(O)C1(C(=O)O)CCCC1,i,-1
Cc1ccc(S(=O)(=O)N2CCNC(=O)C2)c(C)c1,i,15
CCOC(=O)C1=CN(Cc2cccc(-c3cccnc3)c2)S(=O)(=O)N(CC)C1C (configuration not stated),i,2
CCOc1ccc(NC(=O)CN(C)C(=O)C(C)Oc2ccc(Cl)cc2)cc1OCC (configuration not stated),i,-14
CCN1CCCC1CNC(=O)c1cn(C)c2ccc(S(=O)(=O)N3CCCCCC3)cc2c1=O (configuration not stated),i,12
COc1cccc2c1C(=O)c1c(O)c3c(c(O)c1C2=O)CC(O)(C(C)=O)CC3OC1CC(N(C)C)C(O)C(C)O1 (configuration not stated),i,0
Cc1noc(C)c1C(=O)Nc1nc(-c2cc(F)ccc2F)cs1,i,-1
CC(=O)c1cccc(NC(=O)COC(=O)CCC(=O)c2cccs2)c1,i,8
CCCCNC(=O)CSc1nnc(-c2cccc(S(=O)(=O)N3CCOCC3)c2)o1,i,-1
O=C1NC2CCCCC2C(=O)N1OS(=O)(=O)c1ccccc1 (configuration not stated),i,-2

# Look-ups from the results shown:
# C=C(C)CN(CC)C(=O)CSc1ccc(S(=O)(=O)N2CCN(C)CC2)cn1 in DYRK1A inh → 8
# CN(C(=O)c1ccc(NC(=O)Cc2ccc(NC(=O)C3CCN(C(=O)C4CCCC4)CC3)cc2)cc1)C1CCCC1 in DYRK1A inh → -2
# CCN1CCCC1CNC(=O)c1cn(C)c2ccc(S(=O)(=O)N3CCCCCC3)cc2c1=O (configuration not stated) in DYRK1A inh → 12
# O=C(NNc1ccccc1)Nc1cc(Cl)ccc1Cl in DYRK1A inh → 1
# COC(=O)/C(=C\c1ccc([N+](=O)[O-])cc1)NC(=O)c1ccccc1 in DYRK1A inh → -5

# Following part:
SMILES,KCNK3 inh,DYRK1A inh
CCN(CC)S(=O)(=O)c1ccc(NC(=O)CSc2nc3nc(C)cc(C)c3c(=O)[nH]2)cc1,i,4
CC[C@@H](C)[C@H](C(CC(=O)N1CCCC1[C@@H](OC)[C@H](C)C(=O)N[C@H](Cc1ccccc1)c1nccs1)OC)N(C)C(=O)[C@H](NC(=O)[C@@H](C(C)C)N(C)C)C(C)C (some centres not stated),i,-3
O=C(c1cccs1)c1sccc1Cc1ccccc1,i,-5
CC(=O)Nc1ccc(S(=O)(=O)N[C@@H](C)C(=O)N2CCN(C/C=C/c3ccccc3)CC2)cc1,i,1
CC12CCC3c4cc(CN5CCOCC5)c(O)cc4CCC3C1CCC2=O (configuration not stated),i,-1
Nc1cc2c(cc1[N+](=O)[O-])-c1ccccc1C2=NO,i,80*
CN(C)C(=O)CCc1ccc2c3c([nH]c2c1)[C@]1(CCc2ccccc2)[C@@H](C(=O)N2CCCCC2)C[C@H](CC(=O)NCCC2=CCCCC2)C(=O)N1CC3,i,0
CCOc1ccc(N2CC(C(=O)Nc3cc(OCC)c(N4CCOCC4)cc3OCC)CC2=O)cc1 (configuration not stated),i,12
O=C(Nc1cc(Cl)ccc1Cl)P(=O)(O)c1ccccc1,i,-4
COc1cc(OC)c(N2CC(C(=O)Nc3cccc(C(=O)NC4CC4)c3)CC2=O)cc1Cl (configuration not stated),i,2
COC1C(O)C(O)C(O)C(O)C1O (configuration not stated),i,3
O=C1OCC(CC2=C(O)C(=O)OC2)=C1O,i,-1

# Reprinted from the part before: seven compounds, then new ones.
SMILES,KCNK3 inh,DYRK1A inh
Nc1cc2c(cc1[N+](=O)[O-])-c1ccccc1C2=NO,i,80*
CN(C)C(=O)CCc1ccc2c3c([nH]c2c1)[C@]1(CCc2ccccc2)[C@@H](C(=O)N2CCCCC2)C[C@H](CC(=O)NCCC2=CCCCC2)C(=O)N1CC3,i,0
CCOc1ccc(N2CC(C(=O)Nc3cc(OCC)c(N4CCOCC4)cc3OCC)CC2=O)cc1 (configuration not stated),i,12
O=C(Nc1cc(Cl)ccc1Cl)P(=O)(O)c1ccccc1,i,-4
COc1cc(OC)c(N2CC(C(=O)Nc3cccc(C(=O)NC4CC4)c3)CC2=O)cc1Cl (configuration not stated),i,2
COC1C(O)C(O)C(O)C(O)C1O (configuration not stated),i,3
O=C1OCC(CC2=C(O)C(=O)OC2)=C1O,i,-1
COc1ccc(Cl)cc1CC=NNC(=O)c1cccc(C)c1O,i,-2
O=C(NCC(c1cccs1)N1CCOCC1)c1cccc(S(=O)(=O)Nc2ccc(F)cc2)c1 (configuration not stated),i,1
COc1cccc(CC(=O)Nc2cc(S(=O)(=O)N3CCOCC3)ccc2OC)c1,i,-12
CC(NCCN(C)C)C1CCC2C3CCc4cc(O)ccc4C3CCC12C (configuration not stated),i,6
Cc1ccc(Cn2c(C)c3cnn(CC(=O)NCCN4CCOCC4)c(=O)c3c2C)cc1,i,-1
O=C(NNC(=O)c1ccncc1)Nc1ccc(Cl)cc1,i,-1
O=C1c2ccccc2N[C@@H]2C=CC[C@@H]2N1O,i,0
O=C1NC(=S)NC1=Cc1ccc(Cl)cc1Cl,i,17
CCN(CC)C(=O)[C@H]1C[C@H](CC(=O)NCCc2ccccn2)C(=O)N2CCc3c([nH]c4cc(-c5ccco5)ccc34)[C@]12C,i,-2
CN(CC(=O)Nc1ccc(F)cc1)C(=O)C1Cc2ccccc2CN1S(C)(=O)=O (configuration not stated),i,3
Cn1c(N)nc2nc[nH]c2c1=S,i,13
CCOC(=O)C1=NNC(C(=O)OCC)C1C(=O)OCC (configuration not stated),i,-3
O=C(CCCC(=O)NN=Cc1ccc(Cl)cc1Cl)NN=Cc1ccc(Cl)cc1Cl,i,1
Cc1c(C(=O)O)sc(S(=O)(=O)N2CCN(C(=O)CCc3ccccc3)CC2)c1C(=O)O,i,13
Cc1cc(C)c(NS(=O)(=O)c2ccccc2)c(C)c1,i,-3
COc1cc(OC)c2c(-c3cccc(-c4ccc(N(C)C)cc4)c3)cc(=O)oc2c1,i,-1
CCC(C)Sc1cccc(-c2nc3cc(C)ccn3c2NC2CCCCC2)c1 (configuration not stated),i,7
CC(C)(COC(=O)c1ccccc1)N1CC2CCC(C1)O2,i,1
Cc1cnc(NC(=O)c2ccc3ncsc3c2)s1,i,-7
COc1cc([N+](=O)[O-])c2nc(C(=O)O)ccc2c1,i,25
CC(NS(=O)(=O)c1cccc(C(=O)N(C)Cc2ccc(N3CCOCC3)cc2)c1)c1ccccc1 (configuration not stated),i,0
Cc1cc(C)c(NC(=O)c2ccc3nccnc3c2)c(C)c1,i,-4
O=C1OC(c2ccccc2)Cc2cc(C(=O)N3CCN(c4ccc(F)cc4)CC3)ccc21 (configuration not stated),i,7
CC(OC(=O)c1ccc2c(=O)n3c(nc2c1)CCC3)C(=O)Nc1ccc(C(N)=O)cc1 (configuration not stated),i,1
